# Compound activity from PubChem.
# CIT2 TOR yeast = modulators of CIT2-GFP expression in yeast, primary screen, S. cerevisiae, GFP fusion, multiplex flow cytometry, MLPCN library. S. cerevisiae CIT2-GFP strain, 3 h; 100 means same as DMSO wells. GFP response vs DMSO, % at 10 µM. 0.065% of 320,000 active;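 active = GFP response relative to DMSO above a set limit, near the screen mean plus 3 SD, cut at about 150% in these data; inconclusive = Fewer than 70 cells measured for a yeast strain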;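 note: ratio of well median GFP fluorescence to mean of DMSO wells on the plate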
# VLA-4 inh = inhibition in human VLA-4 binding assay, primary screen, VLA-4 allosteric modulator project, MLPCN library, flow cytometry, VLA-4 expressing cells. 0.2% of 330,000 active. inhibition, % (about 7 µM as worked out from the volumes in the protocol). ligand binding flow cytometry; in the data active = inhibition above about 50%
# Target sequence (P13612 whole entry, looked up): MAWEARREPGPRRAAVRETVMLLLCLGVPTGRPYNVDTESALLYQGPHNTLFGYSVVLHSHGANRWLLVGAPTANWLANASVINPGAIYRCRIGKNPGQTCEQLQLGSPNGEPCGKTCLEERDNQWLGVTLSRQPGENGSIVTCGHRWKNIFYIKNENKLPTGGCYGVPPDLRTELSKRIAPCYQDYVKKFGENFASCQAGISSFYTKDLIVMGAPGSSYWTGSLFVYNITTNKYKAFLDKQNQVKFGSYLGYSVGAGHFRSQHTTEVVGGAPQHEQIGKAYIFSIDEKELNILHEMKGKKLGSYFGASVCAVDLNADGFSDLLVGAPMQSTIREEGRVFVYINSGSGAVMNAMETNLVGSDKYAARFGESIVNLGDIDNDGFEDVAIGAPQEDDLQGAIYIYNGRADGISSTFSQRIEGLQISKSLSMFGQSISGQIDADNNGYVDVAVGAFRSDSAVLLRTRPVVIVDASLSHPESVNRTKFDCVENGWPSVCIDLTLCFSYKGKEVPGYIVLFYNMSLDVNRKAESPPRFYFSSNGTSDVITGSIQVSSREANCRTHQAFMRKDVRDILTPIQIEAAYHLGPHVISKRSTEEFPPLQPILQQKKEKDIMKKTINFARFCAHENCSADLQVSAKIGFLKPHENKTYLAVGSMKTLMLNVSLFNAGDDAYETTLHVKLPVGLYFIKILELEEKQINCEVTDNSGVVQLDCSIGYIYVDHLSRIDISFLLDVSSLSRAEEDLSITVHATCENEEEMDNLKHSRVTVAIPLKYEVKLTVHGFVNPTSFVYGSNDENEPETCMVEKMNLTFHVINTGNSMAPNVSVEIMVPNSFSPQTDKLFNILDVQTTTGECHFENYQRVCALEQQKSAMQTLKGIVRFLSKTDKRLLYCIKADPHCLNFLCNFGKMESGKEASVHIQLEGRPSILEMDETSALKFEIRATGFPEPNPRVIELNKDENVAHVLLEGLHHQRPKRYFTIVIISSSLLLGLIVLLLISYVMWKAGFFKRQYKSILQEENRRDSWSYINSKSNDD
# AGP1 TOR yeast = modulators of AGP1-GFP expression in yeast TOR pathway, primary screen, cell-based, multiplex flow cytometry, S. cerevisiae, MLPCN library; 3 h; GFP as percent of DMSO wells; GFP response vs DMSO, % at 10 µM; 0.02% of 320,000 active;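 active = GFP response relative to DMSO above a set limit, near screen average plus 3 SD, cut at about 150% in these data; inconclusive = fewer than 70 cells counted for the yeast strain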;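 note: median GFP channel fluorescence of the gated AGP1 strain per well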
# MEP2-GFP yeast = modulators of MEP2-GFP levels in yeast, primary screen, S. cerevisiae, multiplex flow cytometry, MLPCN library. 0.51% of 330,000 active. S. cerevisiae MEP2-GFP strain, 3 h; 100% = DMSO control level. GFP response vs DMSO, % at 10 µM;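 active = GFP response versus DMSO above a set limit, roughly screen mean plus 3 SD, cut at about 180% in these data; inconclusive = fewer than 70 cells counted for a yeast strain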;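 note: median GFP fluorescence of the barcode-gated MEP2-GFP cells per well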
# GRK2 inh = compounds blocking aptamer binding on GRK2 – biochemical, human GRK2, bead flow cytometry, HTS, primary screen; 0.59% of 330,000 active; Beta-adrenergic receptor kinase 1 (Homo sapiens), P25098; FAM-aptamer displacement from GRK2; inhibition of aptamer binding, % at 10 µM;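 active = inhibition of aptamer binding above 40%, roughly 3 SD of noise, on plates passing a quality check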;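 note: median bead fluorescence of bound FAM aptamer so fluorescent compounds give negative values; no value below 0 was filed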
# LAP4 TOR yeast = modulators of LAP4-GFP expression in yeast, primary screen, S. cerevisiae, multiplex flow cytometry, MLPCN library | GFP response vs DMSO, % at 10 µM | 3 h; median GFP as percent of DMSO wells | AID 2023, 2009 | 0.34% of 320,000 active;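 active = GFP response vs DMSO above a set limit, about the screen mean plus 3 SD, cut at about 150% in these data; inconclusive = under 70 cell events counted for the yeast strain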
# CR mimetic SO = reduction of superoxide in aged yeast, primary screen, HTS. superoxide response (% of plate mean), % at 10 µM. 0.18% of 330,000 active. S. cerevisiae aged cells, superoxide DHE fluorescence; active compounds read low;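 active = superoxide response under a set limit, about three screen SD below normal, cut at about 65% in these data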;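 note: yeast aged for seven days with compound at 30 °C before DHE staining; 100% = average MFI of all compound-treated wells on the plate with controls excluded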
# RPL19A-GFP yeast = RPL19A-GFP expression modulators in yeast, primary screen, cell-based, S. cerevisiae, multiplex flow cytometry, MLPCN. S. cerevisiae RPL19A-GFP strain, 3 h; active compounds read low. percent response vs DMSO, % at 10 µM. 0.3% of 330,000 active;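 active = percent response vs DMSO below 50%; inconclusive = fewer than 70 events counted for the yeast strain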;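 note: median channel GFP fluorescence of the barcoded RPL19A-GFP strain; ratio of sample median GFP to plate DMSO average so 100% = DMSO; lower means less RPL19A-GFP as with rapamycin TOR inhibition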
# * marks the source's active call; other numbers are inactive results; ? = inconclusive; nt = no result given; [ ] = remark or other dose.
SMILES,CIT2 TOR yeast,VLA-4 inh,AGP1 TOR yeast,MEP2-GFP yeast,GRK2 inh,LAP4 TOR yeast,CR mimetic SO,RPL19A-GFP yeast
CC1OC(OC2C(Oc3c(-c4ccc(O)cc4)oc4cc(O)cc(O)c4c3=O)OC(COC3O[C@@H](C)[C@H](O)[C@@H](O)C3O)C(O)C2O)C(O)C(O)C1O (stereo partly drawn),96.0,-10.8,98.5,98.2,3.0,96.2,87.7,93.8
O=Cc1cn(CC(=O)Nc2ccccc2)c2ccccc12,103.9,-3.2,98.7,109.1,2.0,94.1,121.2,108.3
C=CCSC1=N/C(=C\c2ccc(C)o2)C(=O)S1,93.4,-9.4,92.4,96.7,0.0,107.7,109.0,95.7
Cc1cccc(CSc2ncccc2C(=O)O)c1,72.6,-6.2,91.0,99.9,3.0,114.0,102.0,99.1
OC(COc1cc(Cl)c(Cl)cc1Cl)CN1CCN(c2ncccn2)CC1 (stereo not drawn),100.1,5.1,99.6,99.3,0.0,99.1,108.4,99.8
COC(=O)c1ccc(CNC(=O)CSc2nc3ccccc3[nH]2)cc1,97.2,5.2,93.2,95.6,2.0,95.1,99.3,98.5
CN(Cc1nc(Cc2ccccc2F)no1)CC1(N2CCOCC2)CCCCC1,117.2,7.7,106.4,113.5,1.0,99.4,98.0,107.3
C1=CC2C3C=CC(C3)C2C1 (stereo not drawn),89.7,17.6,102.2,97.0,4.0,104.2,106.2,98.3
Nn1c(SCC(=O)NC2CCCC2)nnc1-c1ccccc1F,103.2,-1.4,106.1,105.4,2.0,102.7,82.7,99.9
NC(=O)c1ccc(S(=O)(=O)N2CCSCC2)cc1,100.9,8.1,97.8,103.7,4.0,96.5,92.0,101.9
CC(=O)c1c(C)nn(-c2ccccc2)c1C,102.1,16.3,106.6,101.6,0.0,114.0,94.5,104.3
CCOc1ccc(S(=O)(=O)NC(C)C(=O)NC2CCCC2)cc1 (stereo not drawn),101.5,-16.1,98.6,96.3,0.0,87.7,108.7,100.7
COCCCNC(=O)CC(NS(=O)(=O)c1ccc(C)cc1)c1ccco1 (stereo not drawn),?,-2.0,29.8[may fluoresce violet],238.3*[may fluoresce violet],2.0,92.1[may fluoresce violet],83.1,nt
CC(=O)c1cccc(NC(=S)Nc2ccn(Cc3cccc4ccccc34)n2)c1,98.1,2.9,98.3,95.0,0.0,100.4,124.8,96.7
COc1ccc(/C(O)=C/C(=O)C(=O)NNC(=O)C(O)(c2ccccc2)c2ccccc2)cc1,104.2,-7.2,29.1,139.3,1.0,91.3,68.8,nt
CCn1c(COc2cccc3cccnc23)nnc1SCC(=O)OC,94.6,-0.1,96.3,94.6,2.0,87.6,128.1,104.7
COc1ccc(CCNC(=O)CCn2c(=O)c3cccn3c3cccnc32)cc1OC,103.1,-9.4,102.3,101.1,1.0,102.0,94.8,99.2
CCOC(=O)COc1nc(-c2ccc(Cl)cc2)cc(-c2ccco2)c1C#N,nt,0.0,nt,103.5,2.0,nt,116.4,105.0
CCOC(=O)C1=C(N)Oc2c(oc(CO)cc2=O)C1c1ccc(F)cc1 (stereo not drawn),98.9,-7.1,89.1,98.3,0.0,87.3,106.9,90.7
Cc1cccc(C2Nc3cccc4cccc(c34)N2)c1,87.9,0.3,98.3,100.7,0.0,117.1,112.5,94.3
CCOC(=O)C1=C(C)NC(C)=C(C(=O)OCC)C1C(=O)OCC(=O)N1CCc2ccccc2C1,100.1,6.2,106.8,109.5,0.0,101.0,120.7,102.5
CCN(CCNC(=O)CN(C)S(=O)(=O)c1cccc2nsnc12)c1ccccc1,79.3,7.1,87.8,99.2,0.0,78.5,97.1,119.5
COC(=O)C(C)(C)ONC(=O)Nc1ccc([N+](=O)[O-])cc1,108.8,1.8,108.2,104.4,3.0,104.5,93.4,104.1
CN1CCN(C(=O)C2=C[C@@H](c3csc4ccccc34)C[C@@H](OCCCCO)O2)CC1,64.7,9.1,76.0,89.3,2.0,128.0,93.1,95.5

# Part of the list above in order of formula weight, falling:
SMILES,CIT2 TOR yeast,VLA-4 inh,AGP1 TOR yeast,MEP2-GFP yeast,GRK2 inh,LAP4 TOR yeast,CR mimetic SO,RPL19A-GFP yeast
CCOC(=O)C1=C(C)NC(C)=C(C(=O)OCC)C1C(=O)OCC(=O)N1CCc2ccccc2C1,100.1,6.2,106.8,109.5,0.0,101.0,120.7,102.5
COc1ccc(CCNC(=O)CCn2c(=O)c3cccn3c3cccnc32)cc1OC,103.1,-9.4,102.3,101.1,1.0,102.0,94.8,99.2
CCOC(=O)COc1nc(-c2ccc(Cl)cc2)cc(-c2ccco2)c1C#N,nt,0.0,nt,103.5,2.0,nt,116.4,105.0
COC(=O)C(C)(C)ONC(=O)Nc1ccc([N+](=O)[O-])cc1,108.8,1.8,108.2,104.4,3.0,104.5,93.4,104.1
Cc1cccc(C2Nc3cccc4cccc(c34)N2)c1,87.9,0.3,98.3,100.7,0.0,117.1,112.5,94.3

# Additional records:
SMILES,CIT2 TOR yeast,VLA-4 inh,AGP1 TOR yeast,MEP2-GFP yeast,GRK2 inh,LAP4 TOR yeast,CR mimetic SO,RPL19A-GFP yeast
CNC(=O)C1CC(=O)N(c2ccc(OCC(=O)N3CCCC3)cc2)C1 (stereo not drawn),102.9,7.0,94.8,110.0,0.0,97.7,96.0,101.8
Cc1ccccc1NC(=O)NCc1ccccn1,89.7,0.1,104.2,101.3,2.0,105.2,101.3,95.9
COc1cc(N)c(Cl)cc1C(=O)OCC(=O)c1ccc2c(c1)NC(=O)CO2,98.7,2.5,100.4,98.8,0.0,102.2,109.8,98.1
NC(=S)N/N=C/c1cccc(/C=N/NC(N)=S)c1,101.9,7.1,104.7,100.0,3.0,104.5,82.2,96.1
CCOc1ccc(C(=O)NNC(=O)CCNC(=O)c2ccc(Br)cc2)cc1OC,89.3,0.3,95.1,93.6,0.0,96.8,105.9,93.6
CC(C)c1ccc(CN(C(=O)/C=C/c2ccco2)C2CCS(=O)(=O)C2)cc1 (stereo not drawn),95.5,-13.3,99.4,102.2,1.0,107.2,103.1,101.0
CC(C)N(Cc1ccccc1)C(=O)COC(=O)c1ccc(O)cc1,96.4,2.2,101.1,96.5,1.0,102.7,99.0,99.1
CCOC(=O)c1ccccc1NC(=O)COC(=O)CC1CCCCC1,87.0,10.4,95.8,98.4,0.0,100.8,94.7,95.4
COc1ccc(NC(=S)N2CCN(CCN=CC3=C(O)CC(c4ccccc4)CC3=O)CC2)cc1 (stereo not drawn),98.4,-8.0,92.1,102.6,0.0,85.4,105.4,101.8
C=C(C)CSc1nc2sc3c(c2c(=O)n1C1CCCCC1)CCN(C)C3,94.7,-12.4,68.4,109.7,1.0,102.7,100.6,99.1
O=C(CSc1cccc2cccc(Cl)c12)NCc1cccs1,90.9,3.7,105.8,105.8,2.0,105.1,99.3,107.8
CS(=O)(=O)N(CC(=O)Nc1cccc(Cl)c1)c1ccccc1Cl,105.4,16.0,105.5,99.7,0.0,103.5,106.5,103.5
CC(=O)NC(=S)Nc1ccc(S(=O)(=O)Nc2ncccn2)cc1,108.8,4.9,105.7,100.6,0.0,105.5,96.1,101.7
CCOc1ccc(NC(=O)CN(C)Cc2ccc3c(c2)OCO3)cc1S(=O)(=O)N1CCCC1,96.5,12.3,95.7,99.3,8.0,86.3,116.4,96.2
C#CCN(C)Cc1ccccc1,86.8,-6.3,88.4,103.4,1.0,103.5,107.1,98.2
COc1ccc(NC(=O)COc2ccc(-c3ccccc3)cc2)cc1,103.9,-4.2,96.8,92.9,0.0,90.7,99.8,96.6
COc1cccc(CNC(=O)Cn2cc([N+](=O)[O-])cn2)c1,106.3,3.9,101.5,106.8,4.0,95.5,101.5,107.8
Cc1ccc(/C=C2/Sc3ccc(C(=O)NCc4ccccn4)cc3NC2=O)cc1,?,1.9,15.8[may fluoresce violet],153.1[may fluoresce violet],0.0,94.5[may fluoresce violet],115.0,66.8[may fluoresce violet]
CCN(Cc1nc2ccccc2c(=O)[nH]1)C(=O)c1cc(C2CC2)nn1-c1ccccc1,96.7,14.2,94.5,101.0,2.0,98.9,95.9,97.1
O=c1c2ccccc2nc2oc3ccccc3n12,99.7,9.7,82.5,98.6,0.0,67.8,95.1,90.4
Cn1nc(Cc2cccc3ccccc23)c(C#N)c1N,93.0,-11.0,86.8,95.5,7.0,125.7,122.5,100.9
O=C(CSc1ccc2ccccc2c1)Nc1ccc(S(=O)(=O)Nc2nccs2)cc1,103.5,2.1,100.7,97.6,0.0,91.0,107.0,102.5
Cc1c(Cl)cccc1NC(=O)CCC(=O)NNC(=O)CCC(=O)O,105.2,9.4,101.9,105.1,0.0,101.8,97.4,106.4
Cc1ccc(NCc2n[nH]c(=S)n2-c2ccccc2)c(C)c1,99.9,4.8,101.4,101.7,1.0,106.5,138.4,98.8
COc1ccc(CCNC(=O)c2noc(C)c2[N+](=O)[O-])cc1OC,104.5,-9.5,91.8,84.2,1.0,85.9,99.8,92.3
Cn1cnnc1SCC(=O)Nc1ccc(N2CCCCC2)cc1,99.5,6.2,98.5,97.6,0.0,99.5,88.0,98.7
COc1cc(C(C)=O)ccc1OCC(=O)NCC(c1ccc(F)cc1)N1CCOCC1 (stereo not drawn),106.3,7.3,104.8,104.6,0.0,97.2,119.5,102.4
CC(C)C(C(=O)NC1CCCC1)N(Cc1ccco1)C(=O)CNS(=O)(=O)c1ccccc1 (stereo not drawn),103.8,3.4,103.3,105.7,3.0,95.9,95.4,102.5
CCCCn1c(N)c(N(CCOC)C(=O)CCc2ccc(OC)cc2)c(=O)[nH]c1=O,101.7,7.0,97.5,105.3,0.0,119.2,83.8,86.3
CCc1ccc(CN(C(=O)c2cc3ccccc3oc2=O)C2CCS(=O)(=O)C2)cc1 (stereo not drawn),106.2,6.7,105.9,103.0,5.0,91.1,116.2,99.2
CC(C)C(NC(=O)CCN1C(=O)c2ccccc2C1=O)c1ccccc1 (stereo not drawn),107.9,-21.5,102.8,112.0,1.0,107.3,101.2,104.9
COc1ccc(NC(=O)N/C=C/c2ccco2)cc1,112.5,8.3,108.1,103.7,2.0,113.6,95.8,100.1
CC(=O)c1cc(CN2CCC(N3CCC(C(=O)NC(C)C)CC3)CC2)cs1,98.8,13.8,100.2,98.2,0.0,90.2,88.7,100.2
CCc1nnc(NS(=O)(=O)c2ccc(NC(=O)c3ccccc3O)cc2)s1,103.6,1.9,107.8,104.2,2.0,112.8,80.0,102.5
CC(C(=O)N1CCCCCC1)c1ccc([N+](=O)[O-])cc1 (stereo not drawn),93.2,5.4,98.3,100.0,0.0,107.4,78.9,101.2
O=C(CSc1nnnn1-c1ccccc1)N1CCNC1=O,103.1,4.0,104.9,105.7,0.0,100.2,98.5,98.8
CS(=O)(=O)Nc1ccccc1C(=O)c1ccccc1,91.2,-1.5,93.5,99.2,6.0,92.5,131.9,96.6
Cc1ccc2cc(CN(c3ccccc3)S(=O)(=O)c3ccccc3)c(=O)[nH]c2c1,100.0,1.9,99.6,94.0,5.0,94.4,100.8,95.7
COc1cccc(NC(=O)COc2ccc(N3CC(C(=O)NCC(C)C)CC3=O)cc2)c1 (stereo not drawn),102.8,-16.9,106.6,102.4,3.0,95.1,115.8,102.7
CCC(C)C(NS(=O)(=O)c1ccc(C)cc1)C(=O)O (stereo not drawn),108.5,-9.4,106.8,105.2,5.0,99.0,110.0,106.6
Cc1ccc(C(=O)Nc2scc(-c3ccccc3)c2C(=O)O)cc1,67.5,24.8,82.5,73.9,0.0,106.2,97.9,104.4
